ABCB6 inh 2 = blocks the human ABCB6 transporter. 0.19% of 360,000 active. AID 602162. Q9NP58. fluorescence ratio to DMSO, % at 10 µM. K562-ABCB6 porphyrin accumulation, flow cytometry, 1 h; active compounds read low;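 active = fluorescence ratio to DMSO below 75%, the collection mean minus 3 SD; inconclusive = too few cells collected in the well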;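 note: signal is porphyrin accumulated inside mitochondria; 100% equals median channel fluorescence of DMSO control wells; lower ratio means ABCB6 inhibition with less porphyrin fluorescence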
Vif inh = blocks HIV Vif function; AID 602346; HEK293T cells, Vif self-association by quenched fluorescence, imaging, 24 h; inhibition, % at 7.49 µM; 0.35% of 340,000 active; in the data active = inhibition above about 50%, passing the limit was not always enough; inconclusive = no clear call, values can overlap the other calls; inactive = below about 31%; note: some results filed as inactive read as strong as hits
aDG glyco act = alpha-DG glycosylation activation; Pro5-aDG cells, alpha-DG glycosylation AlphaScreen (IIH6); 0% Pro5, 100% B10-LARGE cell signal; activation, % at 10 µM; 0.22% of 360,000 active; AID 624168;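 active = activation of at least 8% versus controls, or a plate z-score of at least 8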;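 note: Pro5 are CHO cells carrying HIG-tagged alpha-DG that lacks glycosylation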
MC4R antag cAMP = blocks human MC4R cAMP signaling; P32245; MC4R-expressing cells, MTII-stimulated cAMP, LANCE TR-FRET; inhibition, % at 6.5 µM; 0.48% of 360,000 active; AID 540295;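 active = inhibition above its plate's cutoff, the mean of tested wells on that plate plus 3 SD, cut at about 29% in these data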;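 note: 0% = Melanotan II alone and 100% = Melanotan II plus saturating MCL0020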
Target sequence (P32245 whole entry, looked up): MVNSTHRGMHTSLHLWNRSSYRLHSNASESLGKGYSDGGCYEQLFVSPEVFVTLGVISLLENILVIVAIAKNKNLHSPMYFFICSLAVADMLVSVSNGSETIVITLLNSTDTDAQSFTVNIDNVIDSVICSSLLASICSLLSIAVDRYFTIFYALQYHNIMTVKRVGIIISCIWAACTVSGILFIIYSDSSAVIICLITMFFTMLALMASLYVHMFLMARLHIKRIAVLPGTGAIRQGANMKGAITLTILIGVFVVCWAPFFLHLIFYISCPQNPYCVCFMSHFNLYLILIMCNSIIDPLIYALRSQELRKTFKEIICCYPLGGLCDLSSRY
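System – human MC4R-expressing U2OS cells · Also added – Melanotan II · Dosing – one concentration, 6.5 µM nominal · Timing – 30-min compound, 1-h challenge, 1-h detection, room temperature · Measured by – Eu-cAMP/anti-cAMP TR-FRET, emission 671 nm · Replicates – singlicate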
PDI turbidity = blocks human protein disulfide isomerase activity; AID 588391; inhibition, % at 10 µM; 0.052% of 350,000 active; P07237; PDI insulin aggregation turbidity, A650, 90 min;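 active = mean inhibition across replicates of 30% or more, whatever share of single replicates reach that level; inconclusive = mean inhibition below 30% while every single replicate reaches 30%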;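 note: absorbance from insulin aggregation driven by PDI reduction with DTT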
CaV13 ICDI inh = Primary screen for inhibitors of IQ motif and Ca2+-dependent inactivation inhibitor domain binding in CACNA1D, Förster resonance energy transfer in living cells, …; HEK cells, CFP/YFP FRET ICDI-IQ, plate reader, 10 min; percent FRET-ratio fall versus neutral wells; inhibition, % at 12.3 µM; 0.098% of 340,000 active;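 active = mean replicate inhibition of at least 30% and at least 1% of replicates passing that level; inconclusive = only one of the two criteria is met; inactive = neither criterion is met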;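 note: 0% = median of the neutral control wells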
N-glyco inh = blocks N-linked glycosylation in D54 reporter cells; 0.23% of 360,000 active; reporter increase, % at 12.5 µM; D54 ERlucT glycosylation luciferase reporter, 24 h; percent of 100 nM tunicamycin response;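 active = mean luciferase reporter signal, scaled so untreated is 0 and the glycosylation-blocking control 100, at or above a set limit in every replicate; inconclusive = mean reaches the limit but not every replicate does; inactive = mean below the limit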;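 note: luciferase carries N-glycosylation sites so blocking glycosylation raises the light; 0% = median of neutral control wells and 100% = median of 100 nM tunicamycin wells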
H9c2 protect = protects H9c2 cardiomyocytes from peroxide injury; H2O2 injury protection, ATPLite, 2 h; protection from H2O2 cell death, % at 20 µM; 0.63% of 360,000 active;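 active = compounds giving at least 50% protection of heart cells from peroxide-induced death in the single-dose screen, raw or plate-pattern-corrected value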;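 note: 0% = DMSO wells with peroxide and 100% = DMSO wells without peroxide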
MC4R ag barr = activates human MC4R beta-arrestin recruitment | P32245 | U2OS MC4R beta-arrestin complementation, luminescence; percent of melanotan II response, DMSO zero | activation, % at 8.9 µM | 0.98% of 360,000 active;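 active = activation above a per-plate cutoff, the mean activation of sample wells on that plate plus 3 SD, cut at about 8% in these data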
HTR2A ag = activates the mouse 5-HT2A serotonin receptor. activation, % at 7.6 µM. 0.66% of 360,000 active. CHO-K1 mHTR2A beta-arrestin complementation, luminescence; percent of 30 µM serotonin response. AID 624169;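 active = activation above a run cutoff, the mean activation of all tested compounds plus 3 SD, cut at about 14% in these data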;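 note: 0% = plate median of compound wells and 100% = 30 µM serotonin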
Target sequence (P35363 whole entry, looked up): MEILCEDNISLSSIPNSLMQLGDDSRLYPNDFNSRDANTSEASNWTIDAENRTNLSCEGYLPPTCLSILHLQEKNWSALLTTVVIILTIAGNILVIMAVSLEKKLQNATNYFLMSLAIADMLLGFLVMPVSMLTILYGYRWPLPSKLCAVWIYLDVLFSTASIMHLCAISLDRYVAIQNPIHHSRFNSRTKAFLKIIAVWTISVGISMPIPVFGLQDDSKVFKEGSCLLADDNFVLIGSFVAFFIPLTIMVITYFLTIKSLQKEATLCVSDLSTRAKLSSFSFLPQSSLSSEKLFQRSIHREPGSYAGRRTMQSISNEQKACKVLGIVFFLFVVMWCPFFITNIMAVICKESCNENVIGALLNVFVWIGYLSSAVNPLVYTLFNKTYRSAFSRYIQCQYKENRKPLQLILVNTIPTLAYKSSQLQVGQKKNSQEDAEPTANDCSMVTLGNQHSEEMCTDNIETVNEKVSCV
An asterisk follows results filed as active; i = inactive; u = inconclusive; x = not tested or not shown.

SMILES	ABCB6 inh 2	Vif inh	aDG glyco act	MC4R antag cAMP	PDI turbidity	CaV13 ICDI inh	N-glyco inh	H9c2 protect	MC4R ag barr	HTR2A ag
CC12C=CC(=O)C=C1C(F)CC1C3CCC(O)(C(=O)CO)C3(C)CC(O)C12F (stereo not drawn)	91.0	5.7	0.1	11.0	-6.7	-4.7	8.3	-2.8	-1.7	3.4
CCOC(=O)C1CCN(C(=O)c2ccc3c(c2)NC(=O)/C(=C/c2ccccc2)S3)CC1	91.0	-7.3	0.6	5.0	-1.2	-2.0	-2.0	-9.1	1.3	-1.8
O=C(O)c1cc(-c2ccc(/C=C3\NC(=O)N(c4ccccc4)C3=O)o2)ccc1Cl	100.0	2.8	0.1	2.5	2.0	-2.5	0.8	-0.7	-0.3	2.6
Cc1nc2cc(Cl)c([N+](=O)[O-])cc2s1	102.0	0.3	0.5	-11.3	6.6	-5.2	-1.5	-6.5	1.4	18.5*
Cc1ccccc1NC(=O)CCC(=O)OCC(=O)c1ccc(-c2ccccc2)cc1	103.0	-2.6	-0.2	3.6	-9.3	-3.9	0.3	3.9	0.4	0.1
CCOc1ccccc1NC(=O)c1nc(S(=O)(=O)Cc2ccccc2)ncc1Cl	44.0*	15.6	-0.7	32.6*	-4.7	-16.9	-19.3	-16.0	-5.1	-0.9
Cc1ccc(Cl)cc1N1CCN(C(=O)CSc2nnc3n2C(C)(C)Cc2ccccc2-3)CC1	80.0	-6.4	3.1	8.4	14.5	-6.2	-3.4	-6.7	-2.6	6.2
Cc1ccc(S(=O)(=O)Nc2cccc(-n3cnnn3)c2)cc1C	109.0	-9.2	0.5	5.8	4.6	-2.4	-2.0	-0.4	-2.9	4.3
CCCCSCc1cc(C(=O)O)oc1C(C)(C)C	99.0	-3.7	0.2	17.8	-7.0	-0.9	0.9	-7.0	1.3	3.3
Cc1nn(-c2ccccc2)c(Cl)c1/C=C1/C(=N)N2N=C(C(C)C)SC2=NC1=O	99.0	x	0.4	7.0	4.2	-4.1	-2.1	29.5	0.6	0.7
COc1ccc(C2NC(=S)NC(C)=C2C(=O)Nc2ccccn2)cc1OC (stereo not drawn)	98.0	0.0	-0.1	8.7	1.5	-3.7	0.8	2.8	0.0	1.5
CC(=O)c1c(C)n(-c2ccc(N(C)C)cc2)c2ccc(OCC(N)=O)cc12	138.0	-12.8	-0.1	5.1	0.8	-0.1	-6.4	-10.7	-1.7	-3.8
Clc1ccc(OCc2nn[nH]n2)cc1	99.0	-2.5	0.0	11.8	-3.6	-1.5	2.5	-2.2	-0.9	-2.9
COc1ccc(C(=O)Nc2ccccc2C(=O)N2CCOCC2)cc1OC	99.0	-5.3	-0.1	5.9	-5.6	-3.2	0.0	2.5	-1.4	7.3
COc1ccc(CCN2C(=O)NC(NC(C)=O)(C(F)(F)F)C2=O)cc1OC (stereo not drawn)	102.0	1.6	-0.3	7.1	24.4	-3.0	-0.1	7.2	-2.7	2.0
COc1cc(-c2nnc(SCc3cc(=O)oc4cc(O)c(O)cc34)o2)cc(OC)c1OC	90.0	3.7	0.1	14.0	9.9	-6.6	-1.2	81.2*	-1.6	1.6
CC(=O)c1c(C)nc(-c2ccc3c(c2)OCO3)n1O	113.0	-4.5	-0.3	6.7	1.7	x	1.5	4.4	0.5	-4.0
Nc1c(C(=O)NCCc2ccccc2)nnn1Cc1ccc(Cl)cc1	96.0	-2.9	0.1	-5.5	-5.3	u	-1.3	-5.9	0.2	-8.1
CC(C)(C)C(=O)Nc1ccccc1C(=O)Nc1ccncc1	101.0	x	-0.1	-1.6	17.6	-5.0	-2.1	-10.4	-0.3	-1.0
COc1ccc(CCNC(=O)C2CCN(S(=O)(=O)c3ccc(-n4cnnn4)cc3)CC2)cc1OC	91.0	0.0	-0.1	4.2	6.0	x	-1.1	-3.0	-0.6	7.7

As a working copy, part of the list above:
SMILES	ABCB6 inh 2	Vif inh	aDG glyco act	MC4R antag cAMP	PDI turbidity	CaV13 ICDI inh	N-glyco inh	H9c2 protect	MC4R ag barr	HTR2A ag
Cc1ccc(S(=O)(=O)Nc2cccc(-n3cnnn3)c2)cc1C	109.0	-9.2	0.5	5.8	4.6	-2.4	-2.0	-0.4	-2.9	4.3
CCCCSCc1cc(C(=O)O)oc1C(C)(C)C	99.0	-3.7	0.2	17.8	-7.0	-0.9	0.9	-7.0	1.3	3.3

(cont.)
SMILES	ABCB6 inh 2	Vif inh	aDG glyco act	MC4R antag cAMP	PDI turbidity	CaV13 ICDI inh	N-glyco inh	H9c2 protect	MC4R ag barr	HTR2A ag
CC1=Nn2c(nnc2C2CCCCC2)SC1	98.0	-6.2	-0.2	-1.5	6.8	-4.1	1.6	-8.6	-0.7	4.0
CCn1cc(C(=O)NCCCN2CC(C)CC(C)C2)c2cc(OC)c(OC)cc2c1=O (stereo not drawn)	101.0	4.5	-0.1	4.7	11.3	-3.3	1.4	-6.3	-1.9	0.5
COCCNc1c(-c2ccc(O)cc2)nc2ccc(Cl)cn12	99.0	-22.9	-0.1	-6.3	16.5	-3.8	5.7	11.4	-0.4	2.2
COc1ccc(-n2c(COc3ccccc3)n[nH]c2=S)cc1	97.0	1.5	0.2	3.3	-5.9	-2.8	2.4	1.9	-0.6	0.7
CCOc1ccc(/C=C/C2=NNC(=O)CC2)cc1	101.0	1.3	-0.1	11.2	0.3	-4.4	-0.3	-8.8	1.5	1.8
CC(=O)N1CCc2cc(S(=O)(=O)CCC(=O)N3CCN(c4ccccn4)CC3)ccc21	91.0	-9.6	0.3	12.2	-3.3	-0.2	-0.3	4.8	-1.7	3.7
CC(C)NC(=O)CCS(=O)(=O)c1cccc2nonc12	91.0	4.2	0.1	5.0	1.7	-4.9	1.4	2.6	0.1	2.7
O=C(Nc1cccc(S(=O)(=O)N2CCCCC2)c1)c1cc(=O)[nH]c2ccccc12	95.0	2.6	1.4	-3.2	-5.1	-10.5	-3.3	8.0	-3.1	-2.1
CC(=O)Nc1cccc(-c2ccnc3c2CC(C)(C(=O)Nc2ccc4c(c2)OCO4)O3)c1 (stereo not drawn)	105.0	44.4	-0.4	-27.3	16.4	-6.2	19.7	29.9	0.0	1.1
CN(C)c1cc(N/N=C/c2ccc(Cl)cc2)nc(N(C)C)n1	92.0	1.8	-0.5	14.8	9.1	-6.0	0.3	-10.0	-0.3	-6.5
COC(=O)CCN(c1ccccc1)S(=O)(=O)c1cc(-c2cc(C)no2)ccc1OC	96.0	-2.1	1.4	6.5	-1.3	-2.5	4.2	-0.5	-0.3	5.0
O=C(O)CC(NC(=O)C(c1ccccc1)c1ccccc1)c1cccc([N+](=O)[O-])c1 (stereo not drawn)	98.0	4.0	0.3	15.8	-3.1	0.4	0.3	-4.3	0.8	-1.0
CC(=O)NC(C)c1nc2ccccc2n1Cc1ccccc1F (stereo not drawn)	98.0	x	-0.2	1.2	-1.2	x	1.3	-5.9	0.1	3.0
CN(Cc1ccc(Cl)s1)C(=O)CCl	99.0	-1.1	0.7	7.0	-7.8	-7.0	20.3	-4.9	0.4	1.6
CC(C)c1ccc(NC(=S)NC2CCCCCC2)cc1	99.0	-2.4	2.8	3.9	-1.7	-1.2	-1.5	-25.8	1.5	-6.7
COC(=O)c1ccc(N2CCN(c3ccccc3)CC2)nc1	99.0	5.5	0.1	1.3	-7.6	-4.3	2.2	-4.0	-0.7	-3.1
COc1ccc(Oc2ccccc2/C=N/O)cc1	101.0	-4.8	-0.3	-2.9	4.6	x	-0.7	-6.4	-2.6	2.4
COc1cc2c(c(OC)c1OC)C(=O)C(=Cc1ccccc1)O2	99.0	2.2	-0.3	-4.3	9.3	-6.1	11.6	17.4	-1.9	2.0
CS(=O)(=O)N1CCN(C(=O)Cc2cccs2)CC1	102.0	4.8	-0.1	1.1	2.2	x	-0.5	5.5	-0.7	1.4
O=C(CN1CCN(c2ccc(F)cc2)CC1)NCc1ccc(Cl)cc1	97.0	8.5	-0.1	-0.7	-0.3	-5.3	2.4	-2.4	-0.4	-8.0
COc1ccc(C(=O)OC(C)C(=O)NC(C)CCc2ccccc2)cc1OC (stereo not drawn)	102.0	-9.1	-0.1	1.8	-0.3	-3.6	0.2	1.3	-1.3	-0.1
O=C(Nc1ccccc1)c1ccc(NCC2CCCO2)c([N+](=O)[O-])c1 (stereo not drawn)	107.0	1.9	-0.1	-4.7	1.6	-4.3	2.5	20.0	-0.8	-4.4
CCN(CC)C(=S)SCC(=O)NC12CC3CC(CC(C3)C1)C2	96.0	-3.8	0.0	7.6	2.5	-2.4	-2.8	-2.2	0.5	-1.0
C=CCNC(=S)Nc1cccc(N)c1	107.0	-3.2	0.8	4.7	-2.5	-3.4	0.1	-3.6	1.9	6.9
CCCSc1nnc2[nH]c(=O)cc(N)n12	97.0	5.3	-0.3	0.4	-1.4	x	1.4	5.1	-0.1	4.9
Nc1ccc(C(=O)NCCCSc2ccccc2)cc1[N+](=O)[O-]	95.0	-19.1	0.5	10.6	-0.5	-4.4	-5.2	-9.4	0.5	-4.7
CCCN1CC=C2C(C#N)=C(N)C(C#N)(C#N)C(c3cc(OC)ccc3OC)C2C1 (stereo not drawn)	102.0	i	-0.1	14.5	6.3	-4.8	-0.6	4.3	-3.1	-2.5
Cc1ccc2nsnc2c1S(=O)(=O)N1CCN(CCc2ccccc2)CC1	98.0	-3.4	0.2	-3.8	6.0	-7.6	-3.8	-4.9	-2.3	-4.4
CC(NC(=O)CCC(=O)NC(C)C1COc2ccccc2O1)C1COc2ccccc2O1 (stereo not drawn)	97.0	-10.1	0.3	0.5	0.6	x	-1.9	5.5	-0.5	-0.5
Cc1ccc(C(=O)Oc2ccc3c(c2)ncn3C)cc1	100.0	6.6	-0.2	-1.0	-4.2	-7.8	-0.6	-9.6	-0.4	-5.2
CC(C)N(Cc1ccccc1)C(=O)CN1C(=O)NC2(CCCc3ccccc32)C1=O (stereo not drawn)	106.0	11.8	-0.1	1.4	-5.8	x	-0.2	0.3	0.7	5.4
COc1ccc(N(C(C)C(=O)NCCSCc2cccc(Cl)c2)S(C)(=O)=O)cc1 (stereo not drawn)	94.0	-13.0	0.0	0.3	-0.1	-20.7	-0.8	2.2	-1.4	-2.7
CCOc1ccc(NC2c3ccccc3C(=O)N2Cc2ccco2)cc1 (stereo not drawn)	99.0	-0.1	-0.1	3.2	x	-5.6	-2.7	-14.0	0.7	38.4*
CCN(CC)S(=O)(=O)c1ccc(-c2nnc(SCC(=O)N3CCOCC3)o2)cc1	99.0	3.0	0.2	4.5	0.5	-9.6	1.0	-5.2	-1.6	2.7
CCN1CCN(Cc2ccc(NC(=O)Nc3ccccc3)cc2)CC1	100.0	15.4	-0.1	-0.8	10.0	x	-15.8	-6.7	0.4	-1.1
O=C(c1ccc2c(=O)n3c(nc2c1)CCC3)N1CCN(S(=O)(=O)c2ccccc2Br)CC1	97.0	-1.4	0.2	6.4	-2.1	-1.7	1.0	13.3	-1.6	-7.0

Assay outcomes deposited in PubChem BioAssay by several laboratories.
